# GPR151 ag – activates the human receptor GPR151. Q8TDV0. PathHunter beta-arrestin GPR151 cells, luminescence. activation, % at 11.2 µM. actives 1% (n = 650,000). AID 1508602; in the data active = activation above about 4.9%;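 note: 0% = median of compound wells and 100% = cells with positive control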
# Target sequence (Q8TDV0 whole entry, looked up): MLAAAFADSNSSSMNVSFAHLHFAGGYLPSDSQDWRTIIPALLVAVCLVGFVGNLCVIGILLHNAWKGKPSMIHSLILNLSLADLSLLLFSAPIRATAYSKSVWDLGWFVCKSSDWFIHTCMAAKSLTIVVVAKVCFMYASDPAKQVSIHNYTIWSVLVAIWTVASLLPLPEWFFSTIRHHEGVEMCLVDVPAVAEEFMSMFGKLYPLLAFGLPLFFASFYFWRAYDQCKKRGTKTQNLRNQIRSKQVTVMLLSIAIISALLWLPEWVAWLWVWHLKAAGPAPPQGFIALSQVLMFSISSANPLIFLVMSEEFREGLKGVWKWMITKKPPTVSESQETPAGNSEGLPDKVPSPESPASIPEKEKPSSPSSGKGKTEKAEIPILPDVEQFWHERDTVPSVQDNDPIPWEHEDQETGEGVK
# FBW7 act – activators of human E3 ligase FBW7; Q969H0; AlphaScreen FBW7–phospho-cyclin E peptide binding, activator screen; normalized activity (activation), % at 26.1 µM; actives 0.13% (n = 650,000); in the data active = normalized activity above about 1.9%;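 note: purified mutant Fbw7 with reduced substrate affinity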
# MITF inh – blocks human microphthalmia-associated transcription factor; actives 0.91% (n = 650,000); inhibition, % at 2.6 µM; AlphaScreen MITF homodimerization, bead proximity signal; O75030; in the data active = inhibition above about 50%;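 note: 0% = vehicle wells with protein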
# Target sequence (O75030 whole entry, looked up): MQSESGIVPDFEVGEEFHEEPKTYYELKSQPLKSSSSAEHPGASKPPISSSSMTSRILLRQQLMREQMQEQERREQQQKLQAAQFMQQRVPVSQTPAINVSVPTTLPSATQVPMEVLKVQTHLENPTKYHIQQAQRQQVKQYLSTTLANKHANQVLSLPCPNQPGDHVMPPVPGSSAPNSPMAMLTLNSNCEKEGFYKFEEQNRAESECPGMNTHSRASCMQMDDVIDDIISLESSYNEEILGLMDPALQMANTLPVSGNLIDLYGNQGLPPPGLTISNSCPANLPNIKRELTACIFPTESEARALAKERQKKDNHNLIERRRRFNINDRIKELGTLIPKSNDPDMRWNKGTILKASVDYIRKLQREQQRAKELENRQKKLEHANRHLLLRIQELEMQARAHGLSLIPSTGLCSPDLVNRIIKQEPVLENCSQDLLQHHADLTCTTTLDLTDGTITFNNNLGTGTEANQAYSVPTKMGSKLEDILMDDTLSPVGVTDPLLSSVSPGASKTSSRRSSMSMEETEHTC
# TEAD-YAP block – TEAD-YAP interaction inhibition | HEK-TIYL cells, TEAD-Gal4/YAP UAS-luciferase luminescence | inhibition, % at 9.12 µM | actives 1.4% (n = 640,000) | AID 1259422; in the data active = inhibition above about 32%;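 note: 0% = median of test compound wells and 100% = reference inhibitor wells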
# Numbers without * were called inactive. Compounds as they come. About 3.5% of those tested had a hit in this group.
SMILES,GPR151 ag,FBW7 act,MITF inh,TEAD-YAP block
C=CCn1c(=O)c2c(nc3n(-c4ccccc4OC)c(C)c(C)n23)n(C)c1=O,2.2,0.0,2,5
Cc1ccc2[nH]c(=O)c(CN(Cc3nnnn3C(C)(C)C)CC3CCCO3)cc2c1 (stereo not given),-1.3,0.4,20,-5
COc1ccc(NC(=O)c2oc3ccccc3c2NC(=O)C2CCCC2)cc1,-0.5,0.9,7,-5
CCN1CCN(C2CCN(Cc3cccc([N+](=O)[O-])c3)CC2)CC1,2.1,-0.3,23,8
COc1ccc(OC)c(CC2(NC(=O)c3ccccc3)N=C3C=CC=CN3C2=O)c1 (stereo not given),-0.1,0.0,-6,-4
CN1CCC/C1=C1/C(=O)N(c2ccccc2)N=C1N,-0.2,-0.2,-2,-8
COc1ccc(C(C(=O)NN(C(C)=O)c2ccccc2)(c2ccc(F)cc2)c2ccc(F)cc2)cc1,-1.2,0.3,5,-6
COc1cc(/C=C/C(=O)OC/C(O)=C(\C#N)c2nc3ccccc3[nH]2)ccc1O,0.0,-0.4,21,0
COc1ccc(Nc2ccc(N3C(=O)CCC3=O)cc2[N+](=O)[O-])cn1,-0.1,0.1,4,-7
CCOc1ccc(C(=O)NC(C)C(c2cccs2)N2CCN(C)CC2)cc1 (stereo not given),2.0,0.0,-3,0
COc1ccc(NC(=O)c2ccccc2NC(=O)c2ccccc2C)cc1,-1.7,0.2,-3,2
O=C(N[C@H]1C[C@H]2C(=O)N[C@@H](Cc3ccccc3)C(=O)N2C1)c1ccc(F)c(C(F)(F)F)c1,-0.4,0.0,9,-7
CC(=O)NC1=NC(=O)/C(=C\c2ccc(Cl)c(Cl)c2)S1,-1.3,-0.1,11,-13
CC(C)CC(c1nnnn1C1CCCC1)N1CCN(C2CCCC2)CC1 (stereo not given),1.2,0.1,3,-3
Cc1cc(C)c(Nc2ncnc3c2cnn3-c2ccccc2)c(C)c1,3.9,-0.1,1,-12
CC1CCCCC1Nc1nc(-c2ccc([N+](=O)[O-])cc2)nc2ccccc12 (stereo not given),-1.6,-0.1,3,1
O=C(O)CCC(=O)Nc1cc([N+](=O)[O-])ccc1F,-0.3,0.1,6,10
CCCCCCCC(=O)Oc1ccc(C(=O)Nc2nc3ccc(C)cc3s2)cc1,-0.7,0.0,-7,-13
c1ccc(CCc2nnc3n2CCN(Cc2ccc4c(c2)OCCO4)CC3)cc1,-0.9,-0.2,3,6
O=C(NCCCN1CCCC1=O)c1csc(Nc2ncccn2)n1,0.2,0.1,9,7
Cc1cc(=O)[nH]c(SCC(=O)Nc2cccc(F)c2)n1,0.5,0.0,-2,-2
Cc1ncc2c(Nc3ccc(F)cc3F)nc3ccccc3n12,-2.3,-0.1,13,-15
CSC1=NC(=Nc2ccccc2)C2(CCCCC2)N1c1cccc(Cl)c1,-1.1,0.1,5,-5
CCOC(=O)c1c(NC(=O)C(C)Sc2nnc(CNC(=O)c3ccc(OC)cc3)n2-c2ccc([N+](=O)[O-])cc2)sc2c1CCC2 (stereo not given),-0.1,-0.2,-7,6
O=C(CNCC1CCCO1)NC(c1ccccc1)c1ccccc1 (stereo not given),-0.4,0.0,38,-2
# The list continues.
SMILES,GPR151 ag,FBW7 act,MITF inh,TEAD-YAP block
O=C1CSC(c2ccccc2)N1C1CCCCC1 (stereo not given),0.2,0.1,6,-3
CC(C)C(=O)Nc1ccccc1N1CCN(S(C)(=O)=O)CC1,0.7,-0.3,-15,-4
CC1=C(C(=O)Nc2cc(C)ccn2)C(c2ccsc2)C2=C(CCCC2=O)N1 (stereo not given),-0.8,0.1,0,-21
COc1cc(Nc2ccc(NC(=O)Nc3ccccc3)cc2)nc(C)n1,7.9*,0.3,-9,-6
CCCc1nnc(SCC(=O)Nc2nc(C)cs2)n1CC1CCCO1 (stereo not given),-0.3,0.4,-12,2
O=C(Nc1cc(NC(=O)C2C3C=CC(C3)C2C(=O)O)ccc1Cl)c1cccs1 (stereo not given),-1.1,-0.1,-10,-8
COc1ccc(-c2nc(SCC(=O)Nc3ccc(S(N)(=O)=O)cc3)n[nH]2)cc1,-0.9,0.6,31,7
CCOc1cc(/C=C2\SC(=NC)N(C)C2=O)cc(Cl)c1OC(C)=O,-0.4,0.0,-7,-8
O=C1N=c2ccccc2=C1c1sc(Nc2cccnc2)nc1O,-1.1,0.1,7,8
CCOC(=O)Cn1nc(C)n2c(cc3sc(C)cc32)c1=O,0.9,-0.1,11,-1
Cc1cccc(C)c1NC(=O)C1(N(CCc2c[nH]c3ccccc23)C(=O)c2ccccc2Cl)CCCCC1,-0.9,0.0,14,7
CC1CCc2cc(F)ccc2N1C(=O)c1cccnc1 (stereo not given),3.0,0.0,11,4
COC(C(=O)Nc1ccc(F)cc1F)c1ccccc1 (stereo not given),1.6,0.1,-1,-2
CN(C)CCCN(C(=O)c1cc2ccccc2oc1=O)c1nc2ccccc2s1,-0.4,-0.2,-1,0
Cc1c(NC(=O)c2cnn3c2NC(c2cccs2)CC3C(F)(F)F)c(=O)n(-c2ccccc2)n1C (stereo not given),-0.2,0.0,-4,-7
O=C(CSc1nnc(-c2ccco2)c(-c2ccco2)n1)Nc1ccc2c(c1)OCO2,-1.8,0.0,19,4
Cn1cc(CN2CCN(C3CCCC3)C(CCO)C2)c2ccccc21 (stereo not given),-0.6,-0.1,-2,7
CCOC(=O)c1nc(Nc2cc(OC)ccc2OC)c2ccccc2n1,1.2,-0.1,-1,13
Cc1ccc(S(=O)(=O)N2CCN(S(=O)(=O)c3ccc4ccccc4c3)CC2)cc1,1.1,-0.1,9,-10
CCCCN1C(=O)c2cccc3c(NC(=O)Cc4ccc5c(c4)OCO5)ccc1c23,-0.3,0.1,1,2
COc1ccc(/C=N/Nc2ncnc3nc[nH]c23)c(OC)c1,-3.3,-0.2,9,38*
COc1ccc(N(CC(=O)NCc2ccc3c(c2)OCO3)S(C)(=O)=O)cc1OC,-0.1,0.0,-3,-4
O=C(CSc1nnnn1C1CCCC1)Nc1ccccc1N1CCOCC1,-0.6,0.0,-2,4
Cc1c(Cc2ccccc2)c(-n2ccnc2C)n2c(nc3ccccc32)c1C#N,-0.4,0.1,2,-13
CCCNc1nc(Nc2nccc3ccccc23)nc2c1ncn2Cc1ccc(C(F)(F)F)cc1,0.4,-0.1,-4,7
# (cont.)
SMILES,GPR151 ag,FBW7 act,MITF inh,TEAD-YAP block
O=C(O)c1cccc(N2C(=O)/C(=C/c3ccc(-c4cc(Cl)ccc4Cl)o3)C=C2c2ccccc2)c1,-0.4,0.2,18,-11
O=c1c2cnn(-c3ccccc3)c2nc(-c2ccccc2)n1-c1cccc(Cl)c1,0.6,-0.1,5,-7
COc1cc(Nc2cc(C(=O)NCCCN3CCCC3=O)ccn2)cc(OC)c1OC,-1.7,0.1,0,0
CCOc1cc(CN2CCN(C3CCCC3)C(CCO)C2)ccc1O (stereo not given),-0.6,-0.2,-8,-5
O=C(CC(=O)c1ccccc1)NCc1ccccc1,-1.1,0.0,0,-24
Cn1c(=O)c2c(nc(SCC(=O)N(Cc3ccccc3)C(C)(C)C)n2C)n(C)c1=O,0.9,0.0,-9,-10
COc1ccc(CN2CCN(Cc3ccc(F)cc3)CC2)cc1OCc1ccccc1,-0.1,0.0,79*,-5
Cn1cc(-c2nc(-c3ccc(Cl)cc3)no2)c(=O)c2ccccc21,-0.1,1.1,23,1
COc1ccc(Cl)cc1Nc1nc(NCCO)nc(N2CCCC2)n1,-0.1,-0.1,-7,-4
O=C(NCc1ccc(Cl)cc1)c1ccc2snnc2c1,1.1,0.1,6,-2
Cc1ccc2c(c1)-c1c(cnn1CC(=O)NCCCN1CCCC1)CO2,1.5,0.1,12,2
CC1=C(C)CC(C(=O)Nc2cccc3ccccc23)C(C(=O)O)C1 (stereo not given),1.0,0.0,-4,-3
CCCCC(=Nc1ccc(N)cc1)C1=C(O)CC(C)(C)CC1=O,-2.2,-0.2,4,-6
C/C(CC(=O)Nc1cc(Cl)ccc1Cl)=N\NC(N)=S,0.4,-0.7,-4,2
COc1cc(/C=N\NC(=O)c2cnccn2)ccc1O,1.0,0.2,11,-8
O=C(Nc1ccc(Br)cc1F)c1cc(S(=O)(=O)N2CCN(C3CCCCC3)CC2)ccc1F,-1.2,0.3,10,3
CC(C)(NC(=O)c1ccc(F)cc1Cl)c1ccncc1,-0.8,-0.1,-5,11
Cc1cccc(-c2cc(NCc3cccc(C(F)(F)F)c3)ncn2)c1,0.3,0.2,10,-4
NC(=O)C1CCN(C2CC(=O)N(c3ccccc3[N+](=O)[O-])C2=O)CC1 (stereo not given),1.2,0.5,10,5
COC(=O)C1=C(C)Nc2cc(C(F)(F)F)ccc2S1,2.2,-0.2,8,0
COc1ccc(C2C(C(=O)N3CCCC(C)C3)c3ccccc3C(=O)N2Cc2ccc(F)cc2)cc1 (stereo not given),-1.0,-0.1,-4,0
Cc1cccc(C(=O)NNC(=O)c2ccccc2Br)c1,0.5,0.0,2,-39
O=C(Cn1c(=O)oc2cc(Cl)ccc21)N1CCCC1,0.1,-0.1,10,3
CC(C)(C)OC(=O)Nc1cccc(C(=O)OCc2ccc(C#N)cc2)c1,-0.3,-0.1,-2,-2
O=C(/C=C/Nc1ccc(O)cc1)c1ccc(Cl)cc1,0.4,0.1,9,-25

# Nothing new here: an excerpt of the list.
SMILES,GPR151 ag,FBW7 act,MITF inh,TEAD-YAP block
Cc1ccc2c(c1)-c1c(cnn1CC(=O)NCCCN1CCCC1)CO2,1.5,0.1,12,2
CC1=C(C)CC(C(=O)Nc2cccc3ccccc23)C(C(=O)O)C1 (stereo not given),1.0,0.0,-4,-3
CCCCC(=Nc1ccc(N)cc1)C1=C(O)CC(C)(C)CC1=O,-2.2,-0.2,4,-6
C/C(CC(=O)Nc1cc(Cl)ccc1Cl)=N\NC(N)=S,0.4,-0.7,-4,2
COc1cc(/C=N\NC(=O)c2cnccn2)ccc1O,1.0,0.2,11,-8
O=C(Nc1ccc(Br)cc1F)c1cc(S(=O)(=O)N2CCN(C3CCCCC3)CC2)ccc1F,-1.2,0.3,10,3
CC(C)(NC(=O)c1ccc(F)cc1Cl)c1ccncc1,-0.8,-0.1,-5,11
Cc1cccc(-c2cc(NCc3cccc(C(F)(F)F)c3)ncn2)c1,0.3,0.2,10,-4
NC(=O)C1CCN(C2CC(=O)N(c3ccccc3[N+](=O)[O-])C2=O)CC1 (stereo not given),1.2,0.5,10,5
COC(=O)C1=C(C)Nc2cc(C(F)(F)F)ccc2S1,2.2,-0.2,8,0
COc1ccc(C2C(C(=O)N3CCCC(C)C3)c3ccccc3C(=O)N2Cc2ccc(F)cc2)cc1 (stereo not given),-1.0,-0.1,-4,0
Cc1cccc(C(=O)NNC(=O)c2ccccc2Br)c1,0.5,0.0,2,-39

# (further entries)
SMILES,GPR151 ag,FBW7 act,MITF inh,TEAD-YAP block
COc1ccc(NC(=O)CSc2nnc(C(O)c3ccccc3)n2C)cc1 (stereo not given),-0.3,0.2,-7,-2
Cc1ccc(NC(=O)c2sc3ncnc(N4CCCCC4)c3c2C)c(Br)c1,3.7,0.1,7,-2
COc1ccc(C(=O)CSc2nccn(-c3ccc(F)cc3)c2=O)cc1,-0.1,-0.2,4,-1
COC1(OC)N=C(N)C2(C#N)C(c3cccc(F)c3)C12C#N (stereo not given),-0.4,-0.2,13,-8
O=C(Cn1cnc([N+](=O)[O-])n1)Nc1cccc(C(F)(F)F)c1,-1.3,0.1,2,0
CC(C)(C)c1ccc(C(=O)Nc2cc(-c3nc4ccccc4o3)ccc2Cl)cc1,1.5,0.0,8,5
Cc1ccccc1Cn1c(C)c(CNCc2ccccc2Br)c(C(=O)O)c1C,-0.7,-0.2,23,13
Cc1nonc1CN(C)C(=O)CC1C(=O)NCCN1CCCc1ccccc1 (stereo not given),-2.5,0.0,12,-2
COc1ccc(NC(=O)C2=C(C)C(=O)OC23CCC(C)CC3)cc1 (stereo not given),0.7,0.1,4,1
Cc1ccc(NC(=S)NC(=O)C23CC4CCC(CC(C4)C2)C3)cc1,-0.2,-0.1,-12,10
CCOC(=O)C1=C(C(F)(F)F)NC(=O)NC1c1c(C)nn(-c2ccccc2)c1Cl (stereo not given),0.6,0.1,8,10
Cc1ccc(C(=O)Nc2sc3c(c2C(=O)Nc2ccccn2)CCCCC3)cc1,0.4,-0.1,0,-24
Fc1ccc(CN(C(=S)Nc2ccc(Cl)cc2)C2CCCCC2)cc1,-0.6,0.0,10,1
CCOC(=O)c1c(NC(=S)NC(=O)c2ccc(C)cc2)sc2c1CCCC2,-0.3,0.2,1,-8
COc1cccc(CNc2cc(Nc3ccc(-c4ccncc4)cc3F)ncn2)c1,0.3,0.2,-7,-19
COc1ccc2nc(NC(=O)CN3CCc4nc(C)[nH]c(=O)c4C3)sc2c1,0.2,0.0,4,13
Cc1cc(C(=O)Nc2sc3c(c2C(N)=O)CCCCC3)ccc1[N+](=O)[O-],-0.7,-0.1,-1,-16
COc1ccc(CC(=O)Nc2nnc(SCC(=O)Nc3ccc(OC)cc3)s2)cc1,-1.1,0.0,2,-2
COc1ccc(-n2c(=O)[nH]cc(C(=O)Nc3cccc(NC(C)=O)c3)c2=O)cc1OC,1.6,0.0,0,-9
COc1cc(OC)cc(-c2nc3ccc(C)cc3c(=O)o2)c1,-0.6,0.0,2,1
CN(C)CCNC(=O)c1ccc2c(c1)CC(C(=O)Nc1ccc(-c3cn[nH]c3)cc1)CO2 (stereo not given),-0.8,0.0,3,1
CCN(CC)C(=O)C1CCCN(c2nc(NCCCN3CCCC3=O)c3[nH]cnc3n2)C1 (stereo not given),-0.4,0.0,1,-11
O=C1CCN(Cc2ccccc2)C(=S)N1,-0.7,-0.3,8,-5
CCN1C(=O)/C(=C/C2CC=CCC2)SC1=S (stereo not given),-0.1,0.1,3,-5

# Compound activity deposited in PubChem BioAssay by The Scripps Research Institute Molecular Screening Center.
